B2AR arrestin = beta2AR (human) beta-arrestin recruitment activity | P07550 | beta-arrestin recruitment to beta2AR, cell-based reporter | Potency, µM (series often up to 46.1 µM), for the others: top-dose activation, actives largely listed as activators | 330,000 tested, 0.02% active | AID 492947;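 note: potency is the fitted concentration of half-maximal effect; 0% = DMSO controls and full agonism = EC100 isoproterenol or metaproterenol; nearly all actives have a fitted effect of over 65% in size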
Coupling enz = counter-screen for Giardia aldolase inhibitors: coupling enzyme system | activity change, negative = inhibition, % at 58.2 µM, hits read low | 290,000 tested, 0.67% active | AID 2472 | coupling enzyme system counterscreen, AmpLite Red fluorescence; in the data active = activity change below about -30%; note: % is set by controls: 0 for no effect and ±100 for the full control effect
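Compounds tested against the coupling enzymes alone at 57.5 uM final; readout was AmpLite Red fluorescence (525/598 nm) after 20 min at RT.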
PKM2 act = PKM2 (human) enzyme activation; 260,000 tested, 0.34% active; purified PKM2, Kinase-Glo ATP luminescence, activation; response scale: 0% is enzyme alone, no compound; Potency, µM (titrated, usually from 57.5 µM), inactives show at the top dose activation, most hits filed as activators; note: potency is the fitted concentration of half-maximal effect; % is set by controls: 0 for no effect and ±100 for the full control effect; nearly all actives have a fitted effect of over 55% in size
Target sequence (P14618 whole entry, looked up): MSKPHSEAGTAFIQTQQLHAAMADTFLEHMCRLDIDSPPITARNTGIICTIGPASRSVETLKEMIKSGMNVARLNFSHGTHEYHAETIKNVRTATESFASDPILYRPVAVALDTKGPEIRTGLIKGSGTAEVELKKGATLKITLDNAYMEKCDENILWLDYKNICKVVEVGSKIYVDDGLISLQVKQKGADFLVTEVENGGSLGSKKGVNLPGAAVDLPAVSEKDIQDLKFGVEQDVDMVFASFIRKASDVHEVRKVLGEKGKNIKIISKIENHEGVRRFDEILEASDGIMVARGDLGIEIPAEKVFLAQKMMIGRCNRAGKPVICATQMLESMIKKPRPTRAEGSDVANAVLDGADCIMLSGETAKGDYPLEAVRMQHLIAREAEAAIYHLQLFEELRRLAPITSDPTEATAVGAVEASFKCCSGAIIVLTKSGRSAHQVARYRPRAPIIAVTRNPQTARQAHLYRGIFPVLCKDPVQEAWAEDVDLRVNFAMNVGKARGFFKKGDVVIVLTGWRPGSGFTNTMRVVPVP
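hPK-M2, >95% pure; 0.1 mM ADP / 0.5 mM PEP final; imidazole pH7.2 buffer w/ 7 mM MgCl2, 50 mM KCl; 1 h RT; Kinase-Glo lum. Intermediate enzyme activity for dual inhibitor/activator qHTS.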
Giardia kill = kills Giardia lamblia | Giardia lamblia trophozoite viability | activity change, % at 7.66 µM, hits read low | 340,000 tested, 0.15% active; in the data active = activity change below about -80%; inconclusive = between about -30% and that limit;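 note: parasites exposed to compound for two days anaerobically before the ATP read; % is set by controls: 0 for no effect and ±100 for the full control effect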
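Killing of trophozoites was scored by loss of ATP luminescence after a 48 hrs anaerobic exposure to compounds at 37 deg C, using 100 cells per well.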
a7 integrin act = integrin-mediated muscular dystrophy alleviation activation; Potency, µM (highest dose often 38.3 µM), without a hit: top-dose activation, most hits filed as activators; 350,000 tested, 0.064% active; alpha7betagal myoblasts, beta-gal FDG fluorescence, 48 h;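 note: potency is the fitted concentration of half-maximal effect; 100% = response of the positive control SU9516; nearly all actives have a fitted effect of over 60% in size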
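Alpha7betagal+/- myoblasts (passage 13) were plated 16-24 hr, then exposed to compounds (1:260 dilution of DMSO stock) for 48 hours at 37C. After MPER lysis, β-galactosidase reporter activity was read as FDG fluorescence (ex 480/em 540) after 30 minutes.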
Tb PFK block = inhibitors of T. brucei phosphofructokinase; O15648; T. brucei PFK, ADP-Glo luminescence; Potency, µM (doses to about 57.5 µM), without a hit: at the highest dose activity, negative = inhibition, actives largely listed as inhibitors; 330,000 tested, 0.17% active;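 note: potency is the fitted concentration of half-maximal effect; 0% = uninhibited 1x PFK enzyme wells and -100% = no-enzyme wells; nearly all actives have a fitted effect of over 60% in size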
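Compounds were pin-transferred as a titration series up to 57 uM into substrate buffer (0.5 mM F6P, 0.1 mM ATP, pH 8.0), then 1.25 nM PFK was added and reactions ran 45 min before ADP-Glo detection.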
Menin-MLL TR inh = displaces Texas Red mutant MLL peptide from human menin; O00255; Menin + Texas Red MLL mutant peptide, fluorescence polarization; Potency, µM (doses to about 61.6 µM), for inactives: at the highest dose FP activity change, negative = inhibition, most hits filed as inhibitors; 270,000 tested, 0.23% active; active = well fitted inhibition curve with a large enough effect in the polarisation, with a control signal flat, not every such curve was filed as active; inconclusive = small, poorly fitted or top-dose-only effect, or effect the other way, or a change in a side signal; inactive = no such curve, though single readings can be large or run the other way; the % refers to the polarisation; note: potency is the fitted concentration of half-maximal effect; % of control where 0% means no effect; many of its hits are not listed in these tables
TSG101-PTAP inh = blocks PTAP/TSG101 interaction to inhibit HIV-1 budding | Potency, µM (top dose mostly 115 µM), without a hit: at the top dose activity change, negative = inhibition, hits mostly inhibitors | Fluorescence polarization, FITC-PTAP peptide / Tsg101 binding | Q99816 | 340,000 tested, under 10 active; active = well fitted inhibition curve with a large enough effect in the main read-out, with a control signal flat, not every such curve was filed as active; inconclusive = small, poorly fitted or top-dose-only effect, or effect the other way, or a change in a side signal; inactive = no such curve, though single readings can be large or run the other way; note: potency is the fitted concentration of half-maximal effect; % of control where 0% means no effect
Target sequence (Q99816 whole entry, looked up): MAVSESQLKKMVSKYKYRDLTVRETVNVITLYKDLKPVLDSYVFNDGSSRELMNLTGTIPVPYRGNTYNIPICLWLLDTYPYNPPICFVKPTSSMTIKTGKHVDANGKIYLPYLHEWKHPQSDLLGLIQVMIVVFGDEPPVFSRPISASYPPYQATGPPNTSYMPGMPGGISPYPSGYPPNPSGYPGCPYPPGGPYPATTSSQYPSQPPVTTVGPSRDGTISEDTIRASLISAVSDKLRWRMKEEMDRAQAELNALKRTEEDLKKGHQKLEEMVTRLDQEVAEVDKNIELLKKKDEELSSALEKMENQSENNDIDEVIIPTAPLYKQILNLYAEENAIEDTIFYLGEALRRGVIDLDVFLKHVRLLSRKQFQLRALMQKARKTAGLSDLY
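Steps: Tsg101 binding domain dispensed (10 uM final), compounds pinned in DMSO, FITC-labeled PTAP-motif peptide added (50 nM final); after 20 min binding at room temperature, polarization measured.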
S-ASM inh = blocks human secretory acid sphingomyelinase; placental ASM, HMU-PC fluorogenic substrate, 60 min; 340,000 tested, 0.006% active; Potency, µM (series often up to 57.5 µM), without a hit: at the highest dose activity change, negative = inhibition, usual class: inhibitors; note: potency is the fitted concentration of half-maximal effect
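Human placenta-derived ASM preincubated with compound 10 min at room temperature, then reacted with 9 uM (final) fluorogenic HMU-PC substrate for 60 min at 37 C. Stop solution raises pH to 10; fluorescence read at Ex 386/Em 447 nm.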
GALK inhibitor = blocks human galactokinase activity. Potency, µM (series often up to 57.5 µM), for the others: at the top dose activity change, negative = inhibition, usual class: inhibitors. AID 1868. P51570. Purified GALK, Kinase-Glo residual ATP luminescence. 270,000 tested, 0.007% active; note: potency is the fitted concentration of half-maximal effect; % is set by controls: 0 for no effect and ±100 for the full control effect
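Luminescence from leftover ATP (Ultra-Glo luciferase/luciferin) served as read-out after a 1 h room-temperature reaction of 5 nM GALK with 35 uM ATP and 100 uM galactose.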
Chronic BCR inh = chronic active BCR signaling inhibition; ABC-DLBCL IkBa-CBG/CBR reporter, luminescence ratio, 4 h; Potency, µM (top dose mostly 46.1 µM), without a hit: top-dose ratio change, negative = lower green/red ratio, actives largely listed as inhibitors; 340,000 tested, 0.05% active; active = well fitted inhibition curve with a large enough effect in the signal ratio, with a control signal flat, not every such curve was filed as active; inconclusive = small, poorly fitted or top-dose-only effect, or effect the other way, or a change in a side signal; the % refers to the signal ratio;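 note: potency is the fitted concentration of half-maximal effect; plate controls were basal doxycycline-induced cells for no effect and cells given 10 µM MG132 for full effect; MG132 reads +100%, hits lower the ratio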
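Doxycycline induced both beetle luciferases in TMD8 lymphoma cells; IKK-driven degradation limits the IkappaBalpha-fused green signal, while red luminescence normalises for cell number and nonspecific effects. Compounds tested up to 46 uM, 4 hrs.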
* = called active by the depositor; ? = inconclusive; . = not tested or not shown; [ ] = another dose, or the depositor's remark. Unless noted, calls come from the whole dose curve; as a rule, active = well fitted curve in the direction sought with a large enough effect; inconclusive = small, poorly fitted or top-dose-only effect, or another doubt; inactive = no such curve, though single readings can be large; an effect the other way counts as inactive or inconclusive. The list is partial; rates above refer to the full screens.

mol	B2AR arrestin	Chronic BCR inh	Menin-MLL TR inh	a7 integrin act	Coupling enz	S-ASM inh	TSG101-PTAP inh	GALK inhibitor	Giardia kill	PKM2 act	Tb PFK block
O=C(NCc1ccc2c(c1)OCO2)c1nnc(Cc2ccc(Cl)cc2)o1	-0.4%	1%	11%	12%	-1	-3%	1%	.	1	0%	-3%
Cc1ccc(N(CC(=O)NC2CCCC2)C(=O)CCC(=O)Nc2nc(C)cs2)cc1	-0.3%	-1%	.	22%	1	-3%	0%	6%	-2	.	-16%
CC1(C)S[C@@H]2[C@H](NC(=O)C(C(=O)O)c3ccccc3)C(=O)N2[C@H]1C(=O)O (stereo partly drawn)	-0.3%	?	-5%	.	8	3%	-2%	0%	-5	-7%	-2%
CCCCn1c(SCC(=O)N2c3ccccc3CCc3ccccc32)nc2c1c(=O)n(C)c(=O)n2C	-0.6%	12%	2%	12%	3	-2%	-3%	0%	-5	1%	0%
O=C(Nc1ccc(NS(=O)(=O)c2ccccc2)cc1)c1ccccc1	-0.7%	-7%	?	4%	0	1%	-2%	-2%	32[activator]	0%	2%
Cc1ccccc1OC1CCN(C(=O)c2cc(COc3ccccc3)on2)CC1	0.1%	0%	.	18%	.	-4%	-1%	2%	-6	2%	1%
Cc1nnc(SCCn2c(N3CCCCC3)nc3c2c(=O)[nH]c(=O)n3C)s1	-0.2%	?	0%	9%	4	5%	-3%	.	3	-1%	-2%
Cc1ccc(C)c(C(C)NC(=O)c2ccncc2)c1 (stereo not drawn)	-0.4%	-1%	-1%	23%	3	-1%	-1%	-4%	0	2%[11.5 µM]	3%
N#Cc1cccc(Oc2ccc(-c3cnc4ccccc4n3)cc2)c1C#N	-0.4%	6%	-4%	3%	0	-3%	2%	1%	-2	1%	6%
Cc1cccc(-c2oc3ccccc3c2C#CCCCCO)c1	-1.1%	28%	57%[activator]	-7%	1	-3%	.	.	3	1%	-1%
CCOC(=O)C1(Cc2cccc(OC)c2)CCN(C/C=C/c2ccccc2)CC1	0.4%	?	-9%	-40%	-1	2%	-8%	-1%	-16	-4%	1%
Cc1ccc(NC(=O)C(c2ccccc2)N2CCN(CC(=O)NC3CC3)CC2)cc1Cl (stereo not drawn)	0.2%	?	.	-16%	.	2%	-1%	.	-15	.	-2%
COCCCNC(=S)NNC(=O)c1cccnc1	0.1%	6%	-5%	19%	-2	7%	-10%	0%	-6	2%	0%
O=C(NCCCNC(=O)c1cccs1)c1cccs1	-0.2%	-2%	4%	-55%[inhibitor]	2	2%	-2%	4%	-3	-4%	0%
CCOC(=O)Cn1c(=O)oc2cc(S(=O)(=O)NC(C)c3ccccc3)ccc21 (stereo not drawn)	0.0%	-9%	3%	-22%	1	1%	0%	2%	-8	-17%	-18%
CC1(C)CC(=O)C2=C(C1)Nc1ccccc1NC2c1cc(Cl)ccc1O (stereo not drawn)	0.0%	3%	?	-10%	-1	-2%	-1%	-3%	-17	3%[11.5 µM]	0%
COc1ccc2nc(NC(=O)c3ccc(-n4nc(C)cc4C)cc3)sc2c1	0.3%	-1%	3%	19%	0	231%[activator]	-4%	2%	12	10%	3%
CCC(C)OC(=O)C(C)Oc1ccc(-c2ccccc2)cc1 (stereo not drawn)	-0.9%	?	-14%	21%	0	-13%	-1%	2%	1	1%	2%
CCC(CC)C(=O)c1c[nH]c(C(=O)O)c1	0.0%	1%	11%	4%	0	6%	-3%	0%	0	-10%	-2%
COCCCNC(=O)CSc1nc2sc(C(=O)OC)c(C)c2c(=O)n1N	0.0%	?	-2%	-19%	3	-3%	-6%	7%	-9	5%	-1%
Cc1ccc(S(=O)(=O)N2CCN(C(=O)c3ccc(S(=O)(=O)N4CCCC4)cc3)CC2)cc1	-0.3%	-1%	6%	14%	1	-3%	-2%	-4%	-1	3%[11.5 µM]	0%
CCOC(=O)C1CCN(Cc2cccc(Oc3ccccc3)c2)CC1	-0.5%	-9%	-19%	?	-1	2%	-9%	0%	-8	0%	0%
CCCc1nc2oc3ccccc3c(=O)c2c(=O)n1CCCOC	0.9%	5%	.	6%	0	-1%	-2%	-2%	-4	9%	1%
COc1cc(OC)c2c(c1O)OC(c1ccccc1)CC2=O (stereo not drawn)	0.5%	?	?	-9%	3	-4%	-13%	0%	-5	10%	-2%
O=C(Nc1cccs1)Nc1ccc(Br)cc1F	0.0%	12%	9%	-7%	0	-3%	1%	-3%	7	-10%	?
O=C(COC(=O)c1cnccn1)c1ccc(-c2ccccc2)cc1	-0.1%	2%	.	-8%	.	6%	-1%	.	4	.	10%
CN(Cc1ccc(-n2cccn2)cc1)C(=O)c1cnn2c1NC(c1ccco1)CC2C(F)(F)F (stereo not drawn)	0.6%	?	-7%	-31%	-5	-4%	-6%	0%	-2	28%	-4%
O=C(CSc1nc2ccccc2s1)Nc1ccc2c(c1)OCO2	7.7%	2%	-2%	-4%	0	-7%	-5%	-1%	2	1%	?
Nc1[nH][nH]c(=O)c1N=Nc1cccc(Cl)c1	0.0%	?	-1%	12%	-1	-1%	2%	5%	6	4%	3%
COc1ccc(CN(Cc2ccc(C(=O)O)cc2)C(=S)Nc2ccccc2F)cc1OC	-0.2%	-15%	-1%	4%	5	3%	0%	5%	-9	-5%	-17%
CC(=O)N1CCc2cc(NS(=O)(=O)c3cccs3)ccc21	0.2%	0%	2%	21%	-1	3%	1%	-2%	-16	15%	6%
CCOC(=O)c1c(C)[nH]c(C)c1C(=O)COC(=O)[C@@H](NC(=O)c1ccco1)C(C)C	-0.1%	-3%	.	-10%	.	1%	0%	.	-3	.	0%
Cc1ccc(C(=O)NCCSc2ccccc2)cc1S(=O)(=O)Nc1ccccc1	-4.3%	0%	?	-10%	3	-18%	-5%	3%	-8	-3%	0%
CCOc1ncccc1C(=O)OCc1cc(=O)oc2c(C)c(C)ccc12	-0.5%	?	-1%	2%	-1	0%	-5%	0%	1	0%	-1%
O=C(COc1cccnc1[N+](=O)[O-])N1CCN(S(=O)(=O)c2ccc3ccccc3c2)CC1	-0.2%	-4%	14%	-3%	-2	1%	0%	-4%	-4	?	0%
COC(=O)c1ccc(-c2noc(CN(C)Cc3ccncc3C)n2)cc1	0.4%	9%	-1%	4%	-3	-13%	-1%	0%	-26	-2%	0%
O=c1nc(SCc2c(F)cccc2Cl)nc(-c2ccc(Cl)cc2)[nH]1	-0.6%	?	.	8%	7	-1%	-6%	-16%	3	0%	1%
COc1ccc(CNC(=O)COC(=O)c2ccc(C(=O)c3ccccc3)cc2)cc1	-1.0%	5%	.	25%	.	-9%	0%	.	-9	.	0%
COc1ccc(/C=C2\SC(=S)N(CCC(=O)N3CCOCC3)C2=O)cc1	0.2%	?	.	-47%[inhibitor]	.	-13%	-1%	7%	10	-1%	-5%
COCCn1c(SCC(=O)c2cc(C)n(C)c2C)nc2ccccc2c1=O	0.0%	2%	-6%	-19%	-1	-1%	-3%	0%	7	0%	1%
Cc1ccc(S(=O)(=O)NC(=O)c2ccccc2)cc1C(C)C	0.3%	?	-7%	39%	2	7%	-6%	0%	-5	-1%	0%
Cc1ccc(NC2CCCN(C(=O)c3cccc(-c4ncc[nH]4)c3)C2)cc1C (stereo not drawn)	-0.1%	1%	.	4%	.	-1%	0%	-4%	-4	.	-5%
COc1ccc(Cl)cc1NC(=O)CSc1nnc(C)c(=O)n1N	-0.7%	0%	.	0%	.	2%	.	-5%	-7	17%	0%
Cc1cccc(NC(=O)CN(c2ccc(C(C)C)cc2)S(=O)(=O)c2c(C)nn(C)c2C)n1	0.0%	16%	-8%	24%	0	-1%	-3%	1%	13	8%	-2%
COc1ccc(C(CCNC(C)c2ccccc2)c2ccc(F)cc2)cc1 (stereo not drawn)	-0.5%	?	-7%	-51%[inhibitor]	3	-1%	-7%	0%	33[activator]	1%	-5%
CN(C)c1ccc(/C=N\Nc2ccccn2)cc1	-0.3%	?	?	-24%	2	39%[activator]	0%	3%	8	0%	-4%
O=C(c1cc2cc(F)ccc2[nH]1)N1CCC(Cc2ccccc2)CC1	0.0%	?	?	16%	0	-27%	1%	.	-16	.	-2%

Assay outcomes from PubChem BioAssay.
